Dynein cargo inh – blocks dynein driven cargo transport along microtubules | 3617.4 mouse cells, GR-EGFP nuclear translocation imaging; test concentration mostly 20 µM; stimulated with dexamethasone, 1 µM; stronger effect = lower value | z-score, hits read low | 220,000 compounds, 0.47% hits | AID 1381;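 active = plate z-score of nuclear minus cytoplasmic receptor signal below a set negative limit, without overly bright fluorescence or cell loss, cut at about -3.5 in these data, passing the limit was not always enough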;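 note: z-score of nuclear minus cytoplasmic ring GR-EGFP intensity difference per well; some compounds called inactive have numbers as strong as hits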
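medium = tetracycline-free induction medium containing charcoal-stripped FBS | also added = 1.0 µM final dexamethasone stimulus | schedule = 48 h induction, 1 h compound, 30 min dex at 37 °C | technique = fixed, Hoechst-stained cells imaged at 10x for EGFP | measure = GR-EGFP nuclear translocation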
WT yeast gro inh – growth inhibition of WT yeast, mitochondrial fusion screen. inhibition, % at 10 µM. mitochondrial fusion phenotypic screen, WT strain. 190,000 compounds, 2.1% hits. AID 1362; in the data active = inhibition above about 58%; tested in S. cerevisiae
Autophagy mod – alters autophagy in cells; 190,000 compounds, 0.98% hits; AID 463193; calls only at 10 µM (by protocol); MEF GFP-LC3 puncta imaging; test concentration mostly 10 µM;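 active = percentage of spot-positive cells more than 3 SD above its plate mean, without a fluorescence outlier flag or 80% toxicity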;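 note: spot-positive cell cutoff set from DMSO-treated cells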
Yfh1-off respiration – enhancers of respiration in Yfh1-depleted yeast, dose response, Friedreich's ataxia, plus single-dose screen (AID 1465). fold induction at 50 µM; hits with a dose series show EC50 in µM. S. cerevisiae Yfh1-off respiration, WST-1 reduction, 72 h; higher fold induction means a stronger effect. 220,000 compounds, 0.074% hits;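 active = fold induction of absorbance versus untreated yeast above a set limit, then at least 30% activation at any dose in follow-up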;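 note: activators that raise dye reduction in frataxin-depleted yeast; strong numbers were not always called active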
b-catenin transl – beta-catenin nuclear translocation modulation | HeLa beta-catenin nuclear translocation, immunofluorescence imaging | nuclear translocation activity, % at 5 µM | 190,000 compounds, 0.3% hits | AID 1665;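 active = nuclear translocation activity above 50% at 5 µM, with a well cell count of 50 or more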;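 note: per-cell ratio of nuclear to cytoplasmic median beta-catenin stain intensity; plate controls were DMSO negative control for no effect and GSK-3 inhibitor IX positive control for full effect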
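Test system: HeLa cells, endogenous beta-catenin; Compound: single 5 µM dose plus 0.02–20 µM confirmation series; Times: compound exposure 24 h at 37°C; Signal: fluorescence imaging of beta-catenin antibody stain plus DAPI; Read-out: % activation, nuclear-to-cytoplasmic median beta-catenin signal ratio per cell.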
MT stabilize HCS – microtubule stabilizers in HeLa cells; % tubulin-high responders, % at 10 µM; 200,000 compounds, 0.83% hits; AID 2205; HeLa tubulin immunostaining HCS, 24 h; share of cells brighter than vehicle mean+2SD;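 active = plate Z-score above 3 for both tubulin-high and condensed-nucleus cell shares, with cell loss under 80%, at 10 µM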;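 note: anti alpha tubulin signal scored within the nucleus-defined area of each cell; some results filed as inactive read as strong as hits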
Insulin prom up – MIN6 insulin promoter up-regulation | MIN6 insulin promoter-GFP reporter, high-content imaging; stronger effect = higher value | z-score at 5 µM | 190,000 compounds, 0.3% hits | AID 1625;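 active = z-score above 3 at 5 µM with at least 500 cells counted in the well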
AID2073 – inhibitors of Mint1-CaV2.2 protein interaction, biochemical, HTRF (AID 2073); HTRF protein-protein interaction, Mint1-CaV2.2; higher % means a stronger effect; one-dose inhibition, % at 20 µM; IC50 in µM for titrated hits; 290,000 compounds, 0.19% hits; in the data active = inhibition mostly above about 51%, no sharp cut-off; note: some results filed as inactive read as strong as hits
HIV peptide binding – cell-free HIV fusion peptide-binding blockers – biochemical, uHTS, fluorescence dequenching, primary screen (AID 1986); 290,000 compounds, 0.3% hits; inhibition, % at 20 µM, or IC50 in µM where a hit was titrated; cell-free peptide binding, fluorescence dequenching, 30 min; higher % means a stronger effect; in the data active = inhibition mostly above about 52%, no sharp cut-off; inactive = mostly below about 76%; note: some results filed as inactive read as strong as hits
WT yeast gro inh mutant strain – recorded beside WT yeast gro inh, whose call it bears; inhibition, %; mitochondrial fusion phenotypic screen, mutant strain inhibition
Dynein cargo inh cytoplasmic EGFP – also measured in Dynein cargo inh; calls as there; z-score; measured here: cytoplasmic GR-EGFP intensity; stronger effect = higher value
Dynein cargo inh nuclear GR-EGFP – recorded beside Dynein cargo inh, whose call it bears; z-score; measured here: nuclear GR-EGFP intensity;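 lower value marks the stronger effect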
Dynein cargo inh cell count – also measured in Dynein cargo inh; calls as there; z-score; measured here: cell count per field
Insulin prom up cell count – recorded beside Insulin prom up, whose call it bears; cell count; measured here: cytotoxicity, nuclei count;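 total cells summed across four imaged fields per well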
b-catenin transl cell count 5 µM – further read-out of b-catenin transl, marked with its call; cell count; measured here: cell count, cytotoxicity flag
MT stabilize HCS Hoechst-high % – further read-out of MT stabilize HCS, marked with its call; % Hoechst-high responders; measured here: nuclear condensation Hoechst responders;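 share of cells brighter than vehicle mean plus two SD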
MT stabilize HCS cytotoxicity % – recorded beside MT stabilize HCS, whose call it bears; toxicity, %; measured here: cytotoxicity by cell density;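 0% = mean cell density of plate MIN control wells and 100% = no cells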
Autophagy mod cell loss 18 h – also measured in Autophagy mod; calls as there; toxicity, %; measured here: cell loss, nuclei count;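 cell loss after 18 h compound exposure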
* hit, by the source's call; i = inactive; / = not tested or not shown. An unsorted share of the library; overall some 4.2% were active at least once.

Molecule,b-catenin transl,Dynein cargo inh,MT stabilize HCS Hoechst-high %,Dynein cargo inh cell count,WT yeast gro inh,Autophagy mod,Insulin prom up cell count,AID2073,Yfh1-off respiration,MT stabilize HCS,Dynein cargo inh cytoplasmic EGFP,MT stabilize HCS cytotoxicity %,Dynein cargo inh nuclear GR-EGFP,b-catenin transl cell count 5 µM,WT yeast gro inh mutant strain,HIV peptide binding,Insulin prom up,Autophagy mod cell loss 18 h
COc1ccccc1-c1ccc(=O)n(CC(=O)NC(C)(C)C)n1,-3.1,-0.47,2.9,-0.024,4,i,1360,-8%,i,4.0,-0.19,1.3,0.05,857,9,-0.4%,1.1,0
CC(C)Cc1nc(C(N)=O)c2[nH]c(=O)n(-c3ccc(F)cc3)c2n1,/,0.38,3.6,-0.55,6,i,1043,-1%,/,3.8,-0.18,2.3,0.43,/,0,-0.1%,0.26,0
CC1CCN(c2nc(-c3ccc(F)cc3)cc(C(F)(F)F)n2)CC1,-0.9,-0.55,2.2,1.4,11,i,1657,0%,i,4.8,-0.38,9.2,-0.23,1290,-15,-1.0%,-0.08,15
Cc1ccc(NC(=S)NC2CCCCC2)cc1S(=O)(=O)N(C)C,-0.7,0.47,2.4,-0.89,-2,i,1171,11%,i,3.3,-0.091,7.7,0.32,1115,-48,-0.7%,0.58,-3
COc1cc(-c2onc3ccc(Br)cc23)cc(OC)c1OC,33,-1.4,14*,0.75,-8,i,879,-9%,i,7.7*,-0.29,59*,-0.52,726,-15,2.9%,0.18,12
O=C(NCCCO)C(=O)NCCc1ccc(Cl)cc1,-1.1,0.39,2.4,-0.84,-2,i,1319,-6%,i,2.3,-0.22,5.1,0.33,1017,11,3.7%,-0.05,11
Cc1c(NC(=O)C2CCCCN2S(=O)(=O)c2ccc(Cl)cc2)c(=O)n(-c2ccccc2)n1C (stereo not drawn),-0.7,1.2,1.9,-0.13,12,/,1970,1%,i,7.6,-0.25,10,0.93,1099,2,1.4%,1.7,/
COc1cccc2cc(-c3cn4cccc(C)c4n3)c(=O)oc12,/,-1.2,2.7,1,/,i,/,/,i,2.4,0.027,6.9,-0.59,/,/,/,/,36
NC1=NC[C@H](Cc2ccccc2)N1CCc1cccc(F)c1,-1.3,-0.27,/,0.18,/,/,1091,22%,i,/,-0.72,/,-0.036,1350,/,-1.4%,-1.5,/
O=C(NCc1cccc(Cl)c1)NC(=O)c1csc([N+](=O)[O-])c1,1.7,-0.62,/,1.1,/,/,1021,10%,i,/,-0.23,/,0.083,1347,/,-1.3%,-0.3,/
COc1cccc(-c2cc(C(F)(F)F)n3ncc(S(=O)(=O)c4ccccc4)c3n2)c1,0.5,-1.3,1.7,0.89,-14,i,1751,29%,i,0.9,0.12,10,-0.78,1331,-20,-0.9%,-0.57,-6
Cc1cccn2c(=O)c3cc(C#N)c(=N)n(CCN4CCOCC4)c3nc12,/,-1.3,1.0,0.64,/,i,848,2%,/,0.9,-0.18,3.7,-0.42,/,/,2.8%,-0.35,-3
COc1ccc2c(c1)C1CC(C)(NC(=O)C1S(=O)(=O)c1ccc(F)cc1)O2 (stereo not drawn),-2.9,-0.032,2.7,0.13,-11,i,1500,3%,i,6.1,-0.26,7.6,-0.081,1165,-8,2.7%,0.05,5
CCOC(=O)c1c(NC(=O)CSc2nnc(-c3ccco3)o2)sc(C(C)=O)c1C,-3.9,-0.7,4.7,-0.33,6,i,1230,2%,i,3.6,-0.17,3.0,-0.079,1157,19,5.3%,-0.23,3
Cc1cc(C(=O)N/N=C/c2ccc(OCc3ccccc3)cc2)c(C)o1,-0.3,1.2,0.9,-0.55,48,i,1170,1%,i,1.6,-0.25,3.9,0.18,1071,34,-0.5%,-1.1,1
Cc1ccc(NC(=O)CSc2ncn(-c3ccccc3)n2)cc1C,-1.2,0.05,1.9,0.93,6,i,/,5%,i,4.2,-0.21,5.1,0.016,1239,-14,1.6%,/,-10
O=C(CSc1ncnc2ccccc12)Nc1ccc(N2CCOCC2)cc1,-4.9,0.34,3.5,-0.036,4,i,1319,-2%,i,2.4,-0.03,17,0.38,1007,-40,4.8%,1.2,-7
CCOCC(=O)Nc1nc2ccccc2s1,/,0.44,1.9,0.75,12,i,/,12%,i,4.0,-0.27,2.6,-0.4,/,8,1.8%,/,8
COc1ccc(CNCCNC(=O)c2nonc2N)cc1OC,-1.0,0.73,1.6,-1.8,-13,i,1170,-3%,i,4.0,-0.21,2.3,0.44,1200,7,3.8%,0.13,-3
O=C(CSc1ccccn1)Nc1nc2ccccc2s1,/,0.51,2.4,-0.17,-3,i,1401,0%,i,0.4,-0.22,7.7,0.38,/,5,1.8%,0.4,4
Cc1nc(-c2ccc(S(=O)(=O)Nc3cc(S(=O)(=O)N(C)C)ccc3C)s2)cs1,-1.1,-0.13,/,0.78,/,/,1395,9%,i,/,-0.26,/,-0.3,1200,/,-0.4%,1.5,/
S=C(NCCN1CCOCC1)Nc1cccc(Cl)c1,/,1.9,3.2,-1.5,7,i,1266,-20%,i,4.2,-0.2,0.7,1,/,8,1.0%,-0.01,-4
COc1cc2c(cc1OC)CN(C(=O)CSc1nnc3scc(-c4ccccc4)n13)CC2,-2.3,-0.31,1.9,0.016,9,i,1128,-8%,i,3.6,-0.24,7.2,0.67,563,7,2.6%,0.8,9
COc1cc(Nc2nc3ccccc3n3nnnc23)cc(OC)c1OC,-0.3,-1.1,2.3,0.29,-9,i,1057,16%,i,4.6,0.56,4.0,-0.51,1162,5,3.5%,-0.5,12
O=C(CN1C(=O)c2ccccc2C1=O)NCc1ccccn1,4.0,-1,2.1,0.28,13,i,1263,0%,/,3.2,-0.29,4.8,0.1,1176,55,-1.8%,-0.23,-9
COc1cc(NS(=O)(=O)c2ccc(N=Cc3c(C)[nH]n(-c4ccccc4)c3=O)cc2)nc(OC)n1,-1.2,0.36,1.7,-0.061,7,i,1904,16%,i,3.9,-0.24,3.2,-0.13,1159,10,8.1%,0.14,17
CSCc1cc(N2CCOCC2)nc(SCc2ccc(Cl)cc2Cl)n1,3.5,-0.2,7.0,1.6,79*,i,1096,-6%,/,7.0,-0.23,17,-0.3,1414,53*,1.0%,0.92,13

Grouped by structure: the compounds so far with a furan ring, fused or not.
Molecule,b-catenin transl,Dynein cargo inh,MT stabilize HCS Hoechst-high %,Dynein cargo inh cell count,WT yeast gro inh,Autophagy mod,Insulin prom up cell count,AID2073,Yfh1-off respiration,MT stabilize HCS,Dynein cargo inh cytoplasmic EGFP,MT stabilize HCS cytotoxicity %,Dynein cargo inh nuclear GR-EGFP,b-catenin transl cell count 5 µM,WT yeast gro inh mutant strain,HIV peptide binding,Insulin prom up,Autophagy mod cell loss 18 h
CCOC(=O)c1c(NC(=O)CSc2nnc(-c3ccco3)o2)sc(C(C)=O)c1C,-3.9,-0.7,4.7,-0.33,6,i,1230,2%,i,3.6,-0.17,3.0,-0.079,1157,19,5.3%,-0.23,3
Cc1cc(C(=O)N/N=C/c2ccc(OCc3ccccc3)cc2)c(C)o1,-0.3,1.2,0.9,-0.55,48,i,1170,1%,i,1.6,-0.25,3.9,0.18,1071,34,-0.5%,-1.1,1

Individual results from the list:
`COc1cccc2cc(-c3cn4cccc(C)c4n3)c(=O)oc12` in Dynein cargo inh cell count: 1
`COc1ccccc1-c1ccc(=O)n(CC(=O)NC(C)(C)C)n1` in MT stabilize HCS cytotoxicity %: 1.3

One compound at a time, from the list above.
Cc1nc(-c2ccc(S(=O)(=O)Nc3cc(S(=O)(=O)N(C)C)ccc3C)s2)cs1 as listed: b-catenin transl: -1.1; Dynein cargo inh: -0.13; MT stabilize HCS Hoechst-high %: /; Dynein cargo inh cell count: 0.78; WT yeast gro inh: /; Autophagy mod: /; Insulin prom up cell count: 1395; AID2073: 9%; Yfh1-off respiration: i; MT stabilize HCS: /; Dynein cargo inh cytoplasmic EGFP: -0.26; MT stabilize HCS cytotoxicity %: /; Dynein cargo inh nuclear GR-EGFP: -0.3; b-catenin transl cell count 5 µM: 1200; WT yeast gro inh mutant strain: /; HIV peptide binding: -0.4%; Insulin prom up: 1.5; Autophagy mod cell loss 18 h: /
COc1cc(NS(=O)(=O)c2ccc(N=Cc3c(C)[nH]n(-c4ccccc4)c3=O)cc2)nc(OC)n1 as listed: b-catenin transl: -1.2; Dynein cargo inh: 0.36; MT stabilize HCS Hoechst-high %: 1.7; Dynein cargo inh cell count: -0.061; WT yeast gro inh: 7; Autophagy mod: i; Insulin prom up cell count: 1904; AID2073: 16%; Yfh1-off respiration: i; MT stabilize HCS: 3.9; Dynein cargo inh cytoplasmic EGFP: -0.24; MT stabilize HCS cytotoxicity %: 3.2; Dynein cargo inh nuclear GR-EGFP: -0.13; b-catenin transl cell count 5 µM: 1159; WT yeast gro inh mutant strain: 10; HIV peptide binding: 8.1%; Insulin prom up: 0.14; Autophagy mod cell loss 18 h: 17
